Apaf-1 inh: blocks human Apaf-1 apoptosome activity | AID 489030 | reconstituted apoptosome caspase-3 activity, DEVD-Rh110 fluorescence | hit rate 0.71% among 330,000 | inhibition, % at 20 µM | O14727; active = inhibition of at least 40% at 20 µM;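 also: plate controls were DMSO wells for no effect and DEVD-CHO caspase inhibitor wells for full effect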
Target sequence (O14727 whole entry, looked up): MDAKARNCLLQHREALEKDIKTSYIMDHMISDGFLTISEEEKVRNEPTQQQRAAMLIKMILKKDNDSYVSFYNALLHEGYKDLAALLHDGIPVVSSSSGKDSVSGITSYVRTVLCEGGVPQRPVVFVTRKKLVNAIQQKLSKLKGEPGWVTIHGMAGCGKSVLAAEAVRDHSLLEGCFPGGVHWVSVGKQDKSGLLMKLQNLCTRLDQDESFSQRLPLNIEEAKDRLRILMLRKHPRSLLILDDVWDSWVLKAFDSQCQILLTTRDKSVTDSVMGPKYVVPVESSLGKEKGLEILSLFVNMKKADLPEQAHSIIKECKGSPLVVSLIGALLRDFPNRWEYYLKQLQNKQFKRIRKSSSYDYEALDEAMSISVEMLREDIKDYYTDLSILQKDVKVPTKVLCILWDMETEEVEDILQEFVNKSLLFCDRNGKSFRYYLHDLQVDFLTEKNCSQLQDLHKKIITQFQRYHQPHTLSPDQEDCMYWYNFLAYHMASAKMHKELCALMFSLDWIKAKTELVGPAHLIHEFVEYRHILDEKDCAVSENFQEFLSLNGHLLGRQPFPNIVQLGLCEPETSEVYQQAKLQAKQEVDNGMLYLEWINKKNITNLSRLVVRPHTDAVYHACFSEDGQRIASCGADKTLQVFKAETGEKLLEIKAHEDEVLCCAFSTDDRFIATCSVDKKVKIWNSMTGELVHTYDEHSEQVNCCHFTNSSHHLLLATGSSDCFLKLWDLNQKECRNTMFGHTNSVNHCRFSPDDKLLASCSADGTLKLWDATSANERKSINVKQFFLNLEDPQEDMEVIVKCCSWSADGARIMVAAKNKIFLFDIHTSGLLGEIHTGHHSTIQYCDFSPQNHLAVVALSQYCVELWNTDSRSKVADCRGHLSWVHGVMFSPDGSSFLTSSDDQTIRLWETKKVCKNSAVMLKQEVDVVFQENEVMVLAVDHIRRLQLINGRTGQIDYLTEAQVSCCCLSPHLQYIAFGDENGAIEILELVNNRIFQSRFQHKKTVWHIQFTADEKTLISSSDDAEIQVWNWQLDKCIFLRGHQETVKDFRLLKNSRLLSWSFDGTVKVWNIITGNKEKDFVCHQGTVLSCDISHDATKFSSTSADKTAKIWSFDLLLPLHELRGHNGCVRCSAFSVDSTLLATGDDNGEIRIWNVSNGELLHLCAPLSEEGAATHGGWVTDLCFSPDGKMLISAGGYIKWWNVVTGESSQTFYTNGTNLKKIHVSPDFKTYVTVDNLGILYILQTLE
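System: Apoptosome proteins | Medium: Hepes pH 7.5 with detergent and BSA | Also added: Cytochrome c trigger plus (Z-DEVD)2-Rh110 caspase-3 substrate | Incubation: 30 min compound preincubation, 50 min activation, room temperature | Detection: Rhodamine 110 fluorescence at Ex 480/Em 540 nm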
SENP6 block: blocks the human protease SENP6. hit rate 1.8% among 330,000. Recombinant SENP6 catalytic domain, aminoluciferin luminescence. inhibition, % at 10 µM;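 active = inhibition above about 50% at the single tested dose, limit read from the data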;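 also: plate controls were DMSO wells with enzyme for no effect and DMSO wells lacking enzyme for full effect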
NLRP3 yeast inh: NALP3 inhibition in yeast. inhibition, % at 10 µM. Yeast reconstituted NLRP3/ASC/caspase-1, beta-gal luminescence, 24 h. hit rate 0.39% among 330,000. AID 2825;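 active = inhibition of 50% or more; inactive = inhibition below 50%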;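 also: plate controls were induced DMSO wells for no effect and uninduced yeast grown without galactose for full effect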
HKDC1 inh: inhibitors of human hexokinase HKDC1 | inhibition, % at 20 µM | recombinant HKDC1, G6PDH/diaphorase resazurin coupled fluorescence | hit rate 0.16% among 340,000;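 active = inhibition above about 35% when tested at 20 µM, limit read from the data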;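 also: plate controls were DMSO wells with enzyme for no effect and DMSO wells lacking enzyme for full effect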
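Test system: recombinant HKDC1 (HK5) hexokinase enzyme, produced in-house; Amount: enzyme 5 µg/mL final; Buffer or medium: Tris pH 8.0 buffer with MgCl2, Tween-20, BSA, BME; Reagent: glucose and ATP substrates; Doses: 20 µM test compound, 1% DMSO; Incubation: 90 min reaction incubation at room temperature, dark; Detection: resorufin fluorescence at 613 nm.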
SENP8 block-1: SENP8 protease inhibition | Q96LD8 | purified SENP8, Z-RLRGG-aminoluciferin cleavage, luminescence | inhibition, % at 10 µM | hit rate 1.2% among 330,000 | AID 2540; in the data active = inhibition above about 50%
SENP8 block-2: blocks human SENP8 cleavage of Nedd8 substrate | Q96LD8 | recombinant SENP8, Nedd8 substrate fluorescence | inhibition, % at 20 µM | hit rate 0.64% among 360,000 | AID 602440; in the data active = inhibition mostly above about 40%, no sharp cut-off; inactive = mostly below about 27%
SENP1 FRET inh: blocks the human SENP1 SUMO protease catalytic domain. Q9P0U3. recombinant SENP1 catalytic domain, CyPet-SUMO1-YPet FRET cleavage. inhibition, % at 10 µM. hit rate 0.21% among 360,000. AID 624204;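 active = inhibition at least 30% at 10 µM, raw YFP signal under a set limit, fluorescence ratio 0.5 to 1.5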;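 also: 0% = enzyme with DMSO and 100% = no enzyme wells; some results filed as inactive read as strong as hits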
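Assay system – human recombinant His6-tagged SENP1 catalytic domain enzyme · Input – SENP1 enzyme, 20 pM final · Buffer or medium – Tris pH 8 buffer plus EDTA, NaCl, BME, BSA, NP40, catalase · Schedule – 50 min reaction at room temperature · Technique – FRET read of cyan and yellow fluorescence · Control set – no-enzyme wells low, DMSO-plus-enzyme wells high control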
PfG6PD inh: PfG6PD (Plasmodium falciparum) enzyme inhibition; PfGluPho enzyme, NADPH resazurin-diaphorase fluorescence; inhibition, % at 20 µM; hit rate 0.78% among 350,000; AID 504690;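 active = inhibition reaching at least a set limit at 20 µM in the primary screen, cut at about 59% in these data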;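 also: 0% = DMSO wells with substrate and 100% = DMSO wells lacking glucose-6-phosphate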
SENP7 inh: inhibitors of human SENP7 protease; inhibition, % at 5 µM; hit rate 1.5% among 330,000; recombinant SENP7, Z-RLRGG-aminoluciferin luminescence, 40 min;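 active = inhibition above about 50% at the single test dose, limit read from the data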;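 also: plate controls were DMSO with enzyme for no effect and no enzyme buffer wells for full effect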
* hit, by the source's call; . = no result given.

SMILES	Apaf-1 inh	SENP6 block	NLRP3 yeast inh	HKDC1 inh	SENP8 block-1	SENP8 block-2	SENP1 FRET inh	PfG6PD inh	SENP7 inh
CCOc1ccc(NC(=O)CN(C)C(=O)CSCc2cccc(C)c2)cc1OCC	15	-5	15	-2	0	1	0	13	-6
COc1ccc(OC)c(NC(=O)CSc2nnnn2-c2ccc3c(c2)OCO3)c1	-5	2	-5	10	-9	16	2	-7	-7
Cc1ccc(NC(=O)CSc2nnc([C@@H]3CCCN3C(=O)OC(C)(C)C)o2)c(C)c1	-5	-5	12	6	10	10	1	-13	0
O=c1oc(-c2ccccc2)nc2sc3c(c12)CCCC3	5	94*	23	-6	92*	-35	-15	-2	96*
CCOC(=O)C1CCN(C(c2cc3cc(C)cc(C)c3[nH]c2=O)c2nnnn2C2CCCCC2)CC1 (stereo unspecified)	-2	7	21	-11	-1	-57	2	-16	3
O=C1NC2(CCCCC2)C(=O)N1Cc1cc(=O)n2ccsc2n1	0	-16	12	-7	-4	-24	-9	-8	0
NC(=O)C(c1cccc(Cl)c1)c1ncc(C(F)(F)F)cc1Cl (stereo unspecified)	-7	-4	2	-4	-7	24	2	-24	0
CCOc1ccc(C(c2c(O)nc(SC)n(C)c2=O)c2c(O)nc(SC)n(C)c2=O)cc1	-2	8	-5	-2	11	15	0	-31	2
CC[C@@]12C(=O)N(c3ccc(C)cc3)C(=O)N1[C@H](c1ccc(Br)cc1)[C@@H]1C(=O)N(C(C)(C)C)C(=O)[C@@H]12	16	-7	19	2	-1	15	1	7	-1
COC(=O)CC1C(=O)NCCN1C(=S)NC(=O)c1sc2ccccc2c1Cl (stereo unspecified)	-1	6	6	-2	5	4	0	-3	-1
CN(C)c1ccc(-c2noc(-c3ccccc3O)n2)cc1	7	-25	-1	0	27	-50	0	7	90*
CCS(=O)(=O)c1ccc2oc(SCC(=O)Nc3ccc(OC)c(OC)c3)nc2c1	-3	-7	3	-11	4	10	2	20	4
CCc1ccc(/C=C2/C(=O)N(c3ccccc3)C(=S)N2CC(=O)OC)s1	2	5	19	0	5	20	-26	-15	10
COc1ccc(C(=O)NNc2ccccc2)cc1	4	-16	0	-10	0	9	5	10	1
Cc1cccc(N2CCN(C(=O)c3ccc(NS(=O)(=O)c4c(C)noc4C)cc3)CC2)c1C	11	-4	7	-8	2	12	2	-26	-4
Cc1cc(=O)oc2cc(OCC(=O)NCC3CCC(C(=O)O)CC3)ccc12 (stereo unspecified)	-5	-3	4	3	-6	-48	3	-2	-10
Clc1ccc2[nH]c3c(N4CCC5(CC4)OCCO5)ncnc3c2c1	9	-13	20	9	-8	.	.	3	11
Cc1cc(NC(=O)c2cc(C(C)(C)C)oc2C)no1	-8	-11	21	-3	3	0	0	-13	-2
O=C(Nc1cccc(F)c1)C1CCN(C(=O)NCc2ccccc2)CC1	-4	-2	11	-3	-10	0	3	-5	0
Cc1ccc(S(=O)(=O)Nc2ccccc2C(=O)N2CCN(C)CC2)cc1	-2	2	8	-5	5	1	0	-4	-3
COc1cccc2sc(Nc3nnc(-c4cccs4)o3)nc12	12	92*	10	-4	84*	-255	-48	-5	73*
Cc1cc(C)cc(NC(=O)COC(=O)CNC(=O)C2CCCCC2)c1	2	-1	13	-4	-11	9	-2	2	-2
N#Cc1nc(COc2ccccc2)oc1N1CCN(Cc2ccccc2)CC1	6	-17	1	0	0	22	-1	16	0
Cc1ccc(C)c(NC(=O)CSc2ncnc3nc[nH]c23)c1	-14	-32	14	-7	0	6	0	-9	3
Cn1c(=O)[nH]c(=O)c2[nH]c(CN3CCN(C(=O)c4ccco4)CC3)nc21	1	10	6	-5	4	25	0	-10	-3

Ordered by the number under SENP1 FRET inh (falling): some entries from above.
Compound	SENP1 FRET inh
Cc1ccc(S(=O)(=O)Nc2ccccc2C(=O)N2CCN(C)CC2)cc1	0
O=c1oc(-c2ccccc2)nc2sc3c(c12)CCCC3	-15
CCc1ccc(/C=C2/C(=O)N(c3ccccc3)C(=S)N2CC(=O)OC)s1	-26

The listing picks up with the 2 entries that preceded the break.
SMILES	Apaf-1 inh	SENP6 block	NLRP3 yeast inh	HKDC1 inh	SENP8 block-1	SENP8 block-2	SENP1 FRET inh	PfG6PD inh	SENP7 inh
Cc1ccc(C)c(NC(=O)CSc2ncnc3nc[nH]c23)c1	-14	-32	14	-7	0	6	0	-9	3
Cn1c(=O)[nH]c(=O)c2[nH]c(CN3CCN(C(=O)c4ccco4)CC3)nc21	1	10	6	-5	4	25	0	-10	-3
CCCc1nc2sc3c(c2c(=O)[nH]1)CCCC3	-1	-18	32	-6	10	15	-1	-6	6
CCOC(=O)Cc1csc(N/C(=N/S(=O)(=O)c2ccc(F)cc2F)c2ccccc2)n1	7	-9	13	-5	-6	16	0	-17	-4
O=C(CSc1nc2ccccc2s1)Nc1ccc(N2CCOCC2)c(Cl)c1	10	-14	20	-3	6	13	-1	18	3
CC(C)(C)NC(=O)CSc1nc2ccc(NC(=O)CSc3nnc(N)s3)cc2s1	-7	5	12	6	0	17	1	20	3
Cc1cc(C)nc(NC(=O)c2ccc([N+](=O)[O-])c(C)c2)n1	2	1	3	-3	6	9	2	-2	-2
COc1ccc(OC)c(NC(=O)CSc2nc3[nH]c(=O)cc(O)c3s2)c1	5	-12	18	0	4	-7	-6	-1	8
CC(=O)c1ccc(S(=O)(=O)N2CCN(CC(=O)NC(=O)NC3CCCCC3)CC2)cc1	.	.	.	-6	.	9	0	-3	.
CC(C)Cn1c(N)c(C(=O)COC(=O)c2cc(F)cc(F)c2)c(=O)n(C)c1=O	-2	-14	10	18	1	5	-1	-12	-1
O=C(COC(=O)Cc1ccsc1)Nc1cccc(Cl)c1	0	-26	14	6	-3	8	4	15	11
O=C(CN(Cc1ccccc1)S(=O)(=O)c1ccc2c(c1)OCCO2)Nc1ccc2c(c1)OCCO2	8	-6	4	5	-3	6	3	-11	1
O=C(CC(O)(CC(=O)OCc1ccccc1)C(=O)OCc1ccccc1)OCc1ccccc1	.	.	.	2	.	12	-1	0	.
CC(C(=O)Nc1ccc2c(c1)OCCO2)N1CCN(C(=O)c2ccco2)CC1 (stereo unspecified)	-2	1	-8	-5	12	20	4	4	-5
O=C(/C=C\NCC(=O)c1ccccc1)c1ccccc1	4	-13	22	-5	-16	12	-6	-4	-6
COc1ccc2c(c1)OC[C@H]1[C@H]2N2C(=O)c3ccccc3NC(=O)[C@@]2(C)[C@H]1c1ccccc1	17	4	-12	0	6	-10	0	23	-4
COc1ccccc1NCC(=O)N1CCN(S(=O)(=O)c2ccccc2)CC1	1	8	3	-2	-2	17	5	16	7
Cc1ccc(NC(=O)CNC(=O)c2ccco2)nc1	6	6	0	0	3	2	-1	4	-4
NC(=O)Nc1cccc2ccccc12	0	-16	5	-11	-12	-13	1	9	-8
COC(=O)c1cc(NCc2ccccc2F)ccc1N1CCOCC1	0	-6	9	6	-4	-135	-26	22	-7
C/C(=N\NC(=O)c1nnn(-c2nonc2N)c1CN(C)c1ccccc1)c1ccccn1	.	.	.	-15	.	17	1	21	.
CC(C)OCC(O)CS(=O)(=O)Cc1ccccc1 (stereo unspecified)	-12	-18	20	-1	6	5	1	-14	-2
CSc1nnc(NC(=O)C23CC4CC(CC(C4)C2)C3)s1	7	0	38	0	-1	3	0	7	-2
COc1cccc(CC(=O)OCC(=O)NC(C)c2ccc(F)cc2)c1 (stereo unspecified)	-3	-9	2	6	-8	12	1	-7	6
CCOc1ccc(NC(=O)CN(C)C(=O)c2c(C)noc2C)cc1OCC	0	-15	0	-1	4	7	0	-6	-4
CC(=O)N/C(=C\c1ccccc1)C(=O)OCC(=O)c1ccccc1	1	-9	-5	0	2	15	1	-8	-10
COc1ccc(N2C(C(C)=O)=NN(c3ccccc3)C2c2cccs2)cc1 (stereo unspecified)	7	-9	13	.	3	29	-15	.	-2
Next section.
SMILES	Apaf-1 inh	SENP6 block	NLRP3 yeast inh	HKDC1 inh	SENP8 block-1	SENP8 block-2	SENP1 FRET inh	PfG6PD inh	SENP7 inh
C/C(=N\NC(=O)c1c(Cl)c(C)nn1C)c1cccc(NC(=O)c2cccc(F)c2)c1	18	-10	22	-5	0	-3	4	-10	-8
CCCCCc1ccc(-c2ccc(OC)cc2)nc1	15	52*	39	-5	27	12	1	27	39
Cc1ccc(CNC(=O)Cn2cnc3c(OCc4ccccc4)ncnc32)o1	-5	-26	0	-6	3	10	4	13	-1
Cc1cc(=O)oc2cc(OC(C)C(=O)NCC3CCC(C(=O)O)CC3)ccc12 (stereo unspecified)	0	-3	1	-5	-15	-106	2	-2	8
COc1ccc(S(=O)(=O)Nc2c(C)ccc3nsnc23)cc1OC	0	8	14	-3	-2	-34	2	-10	18
COc1cccc(Cn2c(=O)oc3ccccc32)c1	3	-23	11	-7	1	10	2	-10	1
Cc1cc(C)c(C(=O)CN2C(=O)NC3(CCC(C)CC3)C2=O)cc1C (stereo unspecified)	5	-1	4	-4	5	-8	1	-1	2
C/C(=N\NC(=O)c1nnn(-c2nonc2N)c1-c1ccccc1)c1ccccc1O	3	-10	11	-13	1	-6	-27	-31	1
CC(=O)c1ccsc1-c1c(C)cc2oc(=O)cc(-c3ccccc3)c2c1C	25	.	.	23	.	-13	1	0	9
COc1ccc(C(=O)N/N=C/C2CC=CCC2)cc1OC (stereo unspecified)	-4	-8	6	-3	-3	6	2	10	-5
O=C(Nc1cc(S(=O)(=O)N2CCOCC2)ccc1N1CCCCC1)c1cc(-c2ccccn2)nc2ccccc12	5	24	15	-12	11	24	1	71*	-1
CN(CC(=O)Nc1ccc(F)c(F)c1F)C(=O)CC1CCCCC1	11	-7	30	-2	0	3	-2	-1	3
Cc1n[nH]c(=O)n1-c1ccc(OCc2ccccc2)cc1	6	0	-7	-6	0	2	1	9	-2
OCC[C@H]1C[C@@H](O)[C@H](O)[C@]2(CCc3ccccc3CO2)O1	-1	-6	5	1	4	12	1	-20	2
CCCn1c(C(O)c2cc(OC)ccc2OC)nc2ccccc21 (stereo unspecified)	1	7	0	4	0	20	2	-19	3
Cc1ccc(C(=O)C2=C(O)C(=O)N(Cc3ccco3)C2c2ccc(N(C)C)cc2)o1 (stereo unspecified)	7	-7	12	12	-6	6	-23	-9	-8
CCC(C)Cn1c(O)cc2nn(-c3nc4ccccc4s3)c(=O)c-2c1C (stereo unspecified)	40	-3	11	-4	48	-15	-1	-14	9
COc1cccc(NC(=O)CSc2nc(=O)n(Cc3ccncc3)c3c2CCCC3)c1	6	-10	14	-1	-1	1	1	9	-1
Cc1cc(C)n2nc(C(=O)NCC(=O)Nc3ccc(F)c(F)c3)nc2n1	-2	-1	20	-3	12	14	-1	-5	4
COc1ccc(CNCC(O)(c2ccccc2)c2ccc(Cl)cc2)cc1 (stereo unspecified)	28	-4	35	7	-4	11	3	7	-14
O=C(NCCc1ccccc1)C1CCC(Cn2c(=O)c3ccccc3n(Cc3cccc(Cl)c3)c2=O)CC1 (stereo unspecified)	3	4	-4	-11	-2	18	2	4	7
C/C(=N\NC(=O)c1nnn(-c2nonc2N)c1C(C)C)c1ccncc1	4	5	5	-4	2	18	1	-2	5
